# From PubChem
# M17LAP inhibition: P. falciparum M17LAP inhibitors, primary screen, biochemical, fluorogenic H-Leu-NHMec substrate, 1536-well (AID 1619); Leucine aminopeptidase (Plasmodium falciparum (isolate 3D7)); recombinant M17LAP, H-Leu-NHMec fluorogenic kinetic assay; higher % means a stronger effect; inhibition, % at 30 µM, or IC50 in µM where a hit was titrated; 0.38% of 220,000 active;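 active means compound inhibiting the enzyme by more than half at any dose during confirmatory dose-response retesting; inconclusive means strong single-dose inhibitors picked by rank but not retested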;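 further: plate controls were full reaction with DMSO carrier for no effect and no enzyme background for full effect; strong numbers were not always called active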
# M1AAP inhibition: P. falciparum M1AAP inhibitors, biochemical, fluorogenic H-Leu-NHMec substrate, 1536-well (AID 1445). inhibition, % at 30 µM; hits with a dose series show IC50 in µM. 0.42% of 220,000 active. Aminopeptidase N (Plasmodium falciparum (isolate 3D7)). recombinant M1AAP, H-Leu-NHMec fluorogenic kinetic assay; higher % means a stronger effect;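 active means primary inhibition above the hit cutoff, then over 50% inhibition at one or more dose response concentrations, cut at about 23% in these data, passing the limit was not always enough; inconclusive means conflicting primary data, or primary hits not chosen for dose response; inactive means low primary inhibition, or under 50% at every dose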;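 further: plate controls were DMSO full reaction for no effect and no enzyme background for full effect; strong numbers were not always called active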
# SIAH1 antagonists: Siah-1 peptide-binding antagonists, primary screen, biochemical, fluorescence polarization, rhodamine-plectin, uHTS (AID 1817) | 0.02% of 290,000 active | E3 ubiquitin-protein ligase SIAH1 (Homo sapiens) | Siah-1 / rhodamine-plectin peptide fluorescence polarization; higher % means a stronger effect | one-dose displacement, % at 20 µM; IC50 in µM for titrated hits;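 active means displacement of at least 50% at 20 µM, with a fluorescence ratio check between 0.3 and a set limit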;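 further: plate controls were Siah plus tracer with DMSO for no effect and tracer alone without Siah for full effect; strong numbers were not always called active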
# Hep lipid drop: inhibitors of hepatocyte lipid droplet formation, primary screen, imaging, high-throughput imaging, BODIPY stain | AML12 mouse hepatocytes, oleate lipid droplets | inhibition, % at 6.5 µM | 0.4% of 240,000 active;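 active means lipid droplet intensity inhibited by at least 50%, with more than 500 cells counted; inconclusive means wells with under 300 cells, treated as cytotoxic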
#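 material = mouse AML12 hepatocyte cell line, fixed after treatment | also added = 100 µM oleic acid challenge | doses = compound at 6.5 µM only | schedule = overnight exposure | technique = Image-based BODIPY and DAPI two-channel analysis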
# ER stress rescue: rescue of cells from ER stress-induced death, primary screen, 384-well, CSM14.1, thapsigargin, ATP luminescence (AID 1222); CSM14.1 thapsigargin-induced death rescue, ATP luminescence; higher % means a stronger effect; 190,000 tested, under 10 active; cellular ATP content (survival), % at 20 µM; hits with a dose series show EC50 in µM;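 active means EC50 below 50 µM in the dose-response confirmation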;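 further: death triggered by thapsigargin at about 15 µM added after 2 h compound pretreatment; cell ATP read after overnight thapsigargin exposure of roughly 18 to 22 hours; normalized against plate controls of thapsigargin alone and 5% DMSO vehicle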
# AID2073: inhibitors of Mint1-CaV2.2 protein interaction, biochemical, HTRF (AID 2073); HTRF protein-protein interaction, Mint1-CaV2.2; higher % means a stronger effect; one-dose inhibition, % at 20 µM; IC50 in µM for titrated hits; 0.19% of 290,000 active; in the data active means inhibition mostly above about 51%, no sharp cut-off; inconclusive means no clear call, values can overlap the other calls; inactive means mostly below about 53%; further: some results filed as inactive read as strong as hits
# LYP inhibition: inhibitors of LYP phosphatase, biochemical, fluorescence intensity, uHTS (AID 1779); Tyrosine-protein phosphatase non-receptor type 22 (Homo sapiens); recombinant LYP phosphatase, fluorescence intensity; higher % means a stronger effect; inhibition, % at 11.5 µM, or IC50 in µM where a hit was titrated; 0.054% of 290,000 active;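 further: plate controls were vehicle with enzyme for no effect and no enzyme for full effect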
# NOD2 inhibition: NOD2 signaling inhibitors, cell-based, luminescence, uHTS, HEK293 (AID 1566); HEK293 NOD2/NF-kB luciferase reporter, luminescence; higher % means a stronger effect; inhibition, % at 4 µM; hits with a dose series show EC50 in µM; 0.63% of 290,000 active; further: many of its hits are not listed in these tables
# XIAP antagonists: XIAP antagonists, biochemical, IAP family, fluorescence polarization (AID 1018) | E3 ubiquitin-protein ligase XIAP (Homo sapiens) | XIAP BIR domain, fluorescence polarization peptide displacement; higher % means a stronger effect | displacement, % at 20 µM, or IC50 in µM where a hit was titrated | 0.007% of 200,000 active; in the data active means displacement above about 50%; further: a part of the inactive calls stands beside numbers as strong as those of hits
# Hep lipid drop cells 6.5 µM: recorded beside Hep lipid drop, whose call it bears; cell count; measured here: cell count, cytotoxicity flag;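 cells counted across two imaged fields per well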
# The depositor's hits bear a star; ? = inconclusive; nt = no result given. Unless noted, no stated cut-off is given here; in the data, active means inhibition above about 50%; inactive means the rest. An excerpt; the hit share may differ from the screen's.
# Every second line gives: ER stress rescue, XIAP antagonists, AID2073, NOD2 inhibition, M17LAP inhibition, Hep lipid drop, SIAH1 antagonists, LYP inhibition, Hep lipid drop cells 6.5 µM, M1AAP inhibition
O=C(NCCNC(=O)c1ccco1)c1ccc(F)cc1
 : -1.0%, -4.6%, 6%, -5%, 7%, 12, 5%, -4%, 701, 3%
CCOC(=O)c1sc(-c2ccc(F)cc2)cc1NC(=O)Nc1ccccc1OC
 : -3.0%, 1.0%, 11%, -7%, -2%, -20, 12%, 1%, 651, 8%
CC(=O)NCc1ccc(-c2nc3ccccc3s2)cc1
 : -0.4%, -5.2%, 19%, -131%, 3%, 8, 0%, -3%, 672, 1%
Cc1cc(C(=O)OC(C)C(=O)Nc2nc(-c3ccccc3)cs2)c(C)o1 (stereo unspecified)
 : 0.5%, 2.0%, 0%, -31%, -1%, 87*, -1%, 6%, 787*, 3%
CCc1c(C(=O)NNC(=S)NCCc2ccccc2)csc1C
 : 1.0%, -2.8%, -42%, -22%, 5%, -11, -4%, 1%, 749, -11%
O=C1CCCc2sc3c(c2N1)CCCCC3
 : 2.3%, -4.6%, -7%, -11%, -3%, nt, 0%, -10%, nt, -1%
CCc1nc2ccc(C(=O)Nc3ccc4c(c3)OCO4)cc2nc1CC
 : -3.0%, -4.2%, 9%, -9%, -4%, 11, -5%, -4%, 681, -8%
C/C(N)=C(/C#N)C(=O)CSc1nnc(Nc2ccccc2C)s1
 : -2.0%, -8.0%, -11%, -3%, 39%, nt, -5%, -7%, nt, 3%
O=C(c1ccc(COc2c(F)c(F)cc(F)c2F)o1)N1CCN(c2ccc(Cl)cc2)CC1
 : -1.1%, -3.8%, -6%, 10%, 4%, -3, 4%, 3%, 719, 3%
Cc1cc(NC(=O)c2cc(-c3cccs3)nc3ccccc23)no1
 : nt, 9.8%, 33%, 3%, -1%, 9, 4%, 0%, 626, 12%
CCn1c2ccccc2c2cc(NC(=O)COC(=O)c3ccccc3F)ccc21
 : -5.1%, -12%, 20%, 2%, -11%, 10, -6%, 1%, 672, 0%
O=[N+]([O-])c1cc(C(F)(F)F)c(Cl)cc1N1CCN(CCO)CC1
 : 4.4%, -3.9%, 9%, 1%, 10%, -3, -2%, -4%, 673, 2%
O=c1cc(CN2CCCCCC2)nc2sccn12
 : -1.3%, -4.6%, 9%, 6%, 11%, 2, -1%, 1%, 754, 8%
O=C(Cn1c(=O)n(Cc2ccc3c(c2)OCO3)c(=O)c2ccccc21)N1CCCc2ccccc21
 : 2.0%, -0.9%, 8%, 4%, -11%, -3, 0%, -1%, 703, 16%
Cc1cccc(-c2nc(CS(=O)CC(=O)N3CC(C)CC(C)C3)c(C)o2)c1 (stereo unspecified)
 : nt, nt, -1%, -2%, nt, 0, -5%, -13%, 659, nt
CSc1ccccc1NC(=O)c1cccnc1
 : -2.3%, -9.2%, -2%, 11%, -4%, 17, 12%, 2%, 710, 4%
Cc1ccc(C(=O)Nc2nc3ccc(S(C)(=O)=O)cc3s2)cc1C
 : nt, nt, 46%, 22%, nt, nt, 3%, -7%, nt, nt
CN(C)c1ccc(CN(C(=O)c2cc3ccccc3oc2=O)C2CCS(=O)(=O)C2)cc1 (stereo unspecified)
 : nt, nt, -6%, -17%, nt, -5, 10%, -3%, 642, nt
COc1ccc(-n2c(CCc3ccccc3)n[nH]c2=S)cc1
 : -0.8%, -0.2%, -4%, 13%, -3%, 0, 0%, -4%, 664, 0%
O=C(C1CCCO1)N1CCN(C(=S)Nc2ccc(F)c(Cl)c2)CC1 (stereo unspecified)
 : 1.3%, 1.1%, -5%, -32%, 2%, 2, 0%, -4%, 628, 4%
Cc1ccc(CNC(=O)C(CC(C)C)OC(=O)c2ccco2)cc1 (stereo unspecified)
 : nt, nt, -4%, -8%, nt, -23, -3%, -5%, 659, nt
c1csc(-c2nnsc2-c2nc3ccccc3[nH]2)c1
 : 1.1%, -0.7%, -15%, -20%, 5%, nt, -1%, -3%, nt, 16%
CC1(C)Cc2c(cnn2-c2ccc(F)cc2)C(NC(=O)C2=NNC(=O)CC2)C1 (stereo unspecified)
 : nt, nt, 5%, -6%, nt, 0, 8%, -8%, 703, nt
COC(=O)c1ccc(CSc2nc3c(c(=O)n2-c2ccc(Br)cc2)SCC3)o1
 : -1.8%, -3.3%, 3%, -5%, 1%, 1, -2%, -5%, 822, 3%
Cc1ccc(N2C(=O)c3cccc(Oc4ccc(Cl)cc4)c3C2=O)c(C)c1
 : -0.8%, -2.4%, 2%, 22%, 9%, -102, 2%, 1%, 473, 2%
CC(c1ccccc1)n1c(-c2ccc(C(C)(C)C)cc2)n[nH]c1=S (stereo unspecified)
 : nt, nt, -20%, 12%, nt, 6, -2%, -8%, 805, nt
Cc1[nH]c(=S)[nH]c(=O)c1Cc1ccccc1
 : 0.9%, 2.5%, -20%, 2%, 16%, nt, -4%, 3%, nt, 5%
COc1cc(C(=O)O)ccc1O
 : -5.3%, -5.5%, -3%, 4%, 1%, -15, -1%, 0%, 713, 3%
O=C(O)c1cc(N2C(=O)CCC2=O)ccc1NCc1cccnc1
 : nt, nt, 12%, 6%, -8%, -6, 14%, -4%, 771, 7%
Cc1ccc(S(=O)(=O)NCCC(c2ccccc2)c2ccco2)cc1 (stereo unspecified)
 : -3.2%, -26%, -5%, 3%, 6%, 9, -1%, 2%, 624, -2%
CC1CC(C)(C)OC(C[N+]2(C)CCCCC2)O1 (stereo unspecified)
 : nt, nt, 1%, -2%, 2%, -18, 4%, -10%, 589, ?
O=C1CCCC2=C1C1(CCCC1)N=C(Nc1nc3ccccc3s1)N2
 : 6.8%, -4.4%, 20%, -4%, 15%, -1, -3%, -3%, 785, 12%
Cc1cc(S(=O)(=O)NCc2ccccc2)ccc1OCC(=O)NCc1cccnc1
 : nt, nt, 14%, 6%, nt, 3, 5%, -7%, 761, nt
CC(C)c1ccc(S(=O)(=O)N2CCC3(CC2)OCCO3)cc1
 : nt, nt, 2%, 2%, nt, -19, -2%, -3%, 782, nt
Cc1ccc(CC(=O)NCCS(=O)c2ccc(C)cc2)cc1 (stereo unspecified)
 : -1.2%, -15%, -13%, 12%, 1%, -12, -3%, -5%, 657, 6%
COc1ccc(-n2c(=O)cc(N3CC(C)OC(C)C3)[nH]c2=O)cc1 (stereo unspecified)
 : 2.3%, -5.3%, -8%, 6%, -9%, nt, -1%, -5%, nt, 5%
Cc1ccc(/C=N/NC(=O)c2nnn(-c3nonc3N)c2CN(C)C2CCCCC2)cc1
 : nt, nt, 3%, 19%, nt, -3, 7%, -3%, 675, nt
Cc1c(C(=O)N2CCCC2)c(S(=O)(=O)Nc2ccccc2Cl)c(C)n1C
 : nt, nt, 10%, 18%, nt, -3, 10%, -7%, 716, nt
COC(=O)c1cc(CSc2nc3ccccc3[nH]2)oc1C
 : -1.8%, -3.2%, 10%, -31%, 6%, 12, -4%, -6%, 822, 12%
CC(=O)N(Cc1cccnc1)c1cccc(-c2nc3ccccc3s2)c1
 : 4.5%, -7.4%, 16%, 16%, -18%, -8, -2%, -2%, 564, 5%
Cc1ccc(S(=O)(=O)N(CCCO)Cc2cc3c(C)ccc(C)c3[nH]c2=O)cc1
 : -0.7%, -4.8%, 0%, 13%, 15%, -11, 2%, -4%, 746, 8%
CSc1nc2ccccc2cc1/C=C(\C#N)c1ccccc1
 : -1.3%, -2.8%, -4%, -16%, -1%, nt, 3%, -1%, nt, 9%
CCOC(=O)c1[nH]cnc1C(=O)Nc1ccccc1OC
 : -0.8%, -7.7%, -8%, 2%, -4%, -3, 5%, -10%, 727, 0%
COc1ccc(S(=O)(=O)NCC2CCC(C(=O)NCC(OC)OC)CC2)cc1 (stereo unspecified)
 : -6.0%, -5.7%, 6%, 14%, 2%, 6, 1%, -5%, 680, 6%
Cc1ccc2ncccc2c1NC(=S)NC(=O)c1ccccc1
 : nt, -5.0%, 0%, 18%, -2%, -4, -3%, -8%, 698, 5%
O=C(OCc1nc2ccccc2s1)c1ccc(Br)o1
 : -0.9%, -1.0%, 4%, 2%, -9%, 0, 23%, -6%, 745, -2%
CCOC(=O)C1(Cc2ccccc2)CCN(Cc2cn[nH]c2-c2ccccc2)CC1
 : -2.0%, -14%, 4%, -12%, 24%, -14, 3%, -3%, 678, 7%
CC(=O)Nc1ccc(Sc2ccccc2C(=O)O)cc1
 : -0.9%, -2.4%, 9%, 21%, 7%, -10, 14%, -1%, 650, 3%
CNc1nc(C)nc(-c2ccccc2O)n1
 : 1.3%, -1.0%, 10%, -27%, 1%, nt, -1%, -8%, nt, 3%
O=C(COc1ccc(Cl)cc1)NCc1cn2cc(Cl)ccc2n1
 : 2.5%, -0.7%, -5%, 0%, 55%, 2, 2%, -4%, 731, 4%
COc1cc(O)cc2occ(-c3ccc(O)cc3)c(=O)c12
 : 0.0%, -2.7%, 31%, 3%, 3%, -1, -1%, -4%, 725, 1%
O=c1c2cc(N3CCOCC3)ccc2[nH]c(=S)n1CCCN1CCCC1
 : -0.5%, -2.0%, 39%, 10%, -11%, -7, -6%, -2%, 656, -3%
CC(C)COc1ccc(CNC(=S)N/N=C/c2ccc([N+](=O)[O-])cc2)cc1
 : -1.5%, 0.1%, 7%, -10%, 3%, 2, 5%, 1%, 778, 13%
COc1ccc(C(=NNc2ccccc2C(=O)O)c2ccc(OC)cc2)cc1
 : -0.8%, -1.6%, 18%, -12%, 13%, 9, 3%, 4%, 659, 12%
COc1ccccc1C1C(C(=O)c2cc3ccccc3o2)=C(O)C(=O)N1CCN1CCOCC1 (stereo unspecified)
 : -0.3%, -7.5%, 6%, -4%, 24%, 0, 6%, 1%, 802, 6%
O=C(C1=NN(c2ccccc2)C(=O)CC1)N1CCc2ccccc2C1
 : nt, nt, 4%, 8%, nt, -8, 1%, -8%, 670, nt
COc1ccc(CCNC(=O)c2cc(-c3cccs3)on2)cc1OC
 : -1.4%, -3.7%, -4%, -97%, -5%, nt, 2%, -4%, nt, -1%
O=C(CSc1n[nH]c(-c2cccs2)n1)N1CCN(S(=O)(=O)c2ccccc2)CC1
 : -0.5%, -7.1%, 12%, -4%, 8%, -1, -1%, -1%, 676, 8%
O=C(CN1CCN(c2ccccc2)CC1)Nc1scc2c1c(=O)oc1ccccc12
 : nt, nt, -4%, 18%, -2%, 10, 4%, -4%, 717, 2%
FC(F)(F)c1cccc(NC(=S)NCCN2CCOCC2)c1
 : -1.9%, -12%, -20%, 11%, 2%, 9, -5%, 0%, 559, -5%
